All columns: NCI-60 one-dose screen, growth in % after 48 h at 10 µM unless noted; 100 = growth as untreated, 0 = no growth, -100 = all killed.
K-562 – K-562 leukemia; 78,000 tested, 7.4% active; AID 1794777
SR – SR leukemia cells; 73,000 tested, 8.7% active
HOP-62 – HOP-62 NSCLC. 80,000 tested, 3.9% active
MOLT-4 – MOLT-4 leukemia cells; AID 1794779; 80,000 tested, 6.9% active
RPMI-8226 – RPMI-8226 leukemia cells; 77,000 tested, 7.5% active; AID 1794781
HOP-92 – HOP-92 NSCLC cells | AID 1794738 | 71,000 tested, 6.3% active
CCRF-CEM – CCRF-CEM leukemia | 77,000 tested, 7% active | AID 1794778
MDA-MB-435 – MDA-MB-435 melanoma | 82,000 tested, 7.8% active | AID 1794794
* marks the source's active call; other numbers are inactive results; . = not tested or not shown; & = joins results of further samples; [ ] = another dose, or the depositor's remark. Rule for the calls: active = growth percent below 10; inactive = the rest.

SMILES	K-562	SR	HOP-62	MOLT-4	RPMI-8226	HOP-92	CCRF-CEM	MDA-MB-435
CC(=O)OC1Oc2ccccc2-c2oc(=O)c(-c3cc(=O)oc4cc(O)ccc34)cc21 (stereo not given)	33	3.7*	94	43	47	45	32	87
N#CC1=C(N)O[C@]23c4ccccc4C(=O)[C@]12N(NC(=O)c1cc2ccc1CCc1ccc(cc1)CC2)C(=S)N3c1cccnc1	88	91	98	59	88	78	81	95
CC(=O)OC(C)(C)C(=O)Oc1ccccc1	101	113	94	88	91	75	96	107
CC(C)CCC[C@@H](C)[C@H]1CC[C@H]2[C@@H]3CC=C4C[C@@H](N(C)C)CC[C@]4(C)[C@H]3CC[C@]12C	101	88	91	96	.	97	102	109
CN(C)N=Nc1ccc(N(C)C)cc1	93	94	80	102	85	90	92	103
Cc1nn(-c2ccccc2)c(Cl)c1/C=C1\N=C(c2ccccc2)N(c2ccccc2)NC1=O	81	62	111	80	90	83	.	84
COc1cc2ccnc(C=O)c2cc1OC	31	1.2*	90	30	51	51	-3.2*	31
Cc1c2ccccc2nc(CSCc2ccccc2)[n+]1[O-]	92	90	94	93	111	97	106	103
O=C(Nc1cccc(-n2ccc3c(NC(=O)c4ccccc4)nccc32)c1)c1ccc(Cl)c(Cl)c1	.	.	-82*	.	-51*	-32*	-42*	-78*
CS(=O)(=O)c1ccc(-c2cnn3ccc(-c4cccc(S(=O)(=O)C5CC5)c4)nc23)cc1	78	49	49	15	49	42	21	59
O=C1CN(/N=C/c2ccco2)C(=O)N1	101	82	104	92	.	69	95	109
Oc1ccccc1C=NCC1CCC(CN=Cc2ccccc2O)CC1 (stereo not given)	99	69	94	76	91	104	84	104
N#Cc1c(NC(=O)Nc2ccc(Cl)c(C(F)(F)F)c2)sc2c1CCCC2	82	90	89	95	81	81	.	100
COc1cc2oc3cc(=O)cc4oc(-c5ccccc5)cc(c2c2c1CCC(c1ccccc1)O2)c43 (stereo not given)	42	70	91	73	61	81	88	69
ClC(Cc1ccccc1)c1ccccc1 (stereo not given)	103	100	101	100	100	.	100	105
O=C1CC2(CCCC2)CC(=O)N1CCCCN1CCN(c2ncccn2)CC1	.	90	.	82	96	.	94	103
O=c1[nH]cnc(CN2CCCCC2)c1O	97	110	106	92	107	109	91	116
SCCCCCCCCCCS	115	109	109	114	.	.	110	110
Cc1cc(OCc2ccccc2)ccc1[N+](=O)[O-]	95	.	112	97	101	99	79	112
CSc1ccc(Cl)cc1	83	88	93	93	100	109	103	112
CCCCCCC1(C(OC)OC)NC(=O)N(C)C1=O (stereo not given)	105	102	107	107	96	93	96	117
COC1OCC(O)C(O)C1O (stereo not given)	104	.	102	101	109	103	107	100
CCCN(CCC)CC(C)(C)C(O)c1ccc(OC)c2ccccc12 (stereo not given)	50	86	92	88	61	.	.	94
OC/C=C\CO	98	88	101	100	108	93	95	101
CCCNCC(=O)Nc1cccc(Cl)c1	88	93	96	79	85	75	62	101
Cc1cc(C)c(S(=O)(=O)/N=c2/n(-c3ccccc3)nc3n2CCN3C2=NCCN2)c(C)c1	39	40	87	66	76	64	84	70
CCN1C(=O)N(CC)C2C1NN=c1s/c(=C3\C(=O)N(C)c4ccccc43)c(=O)n12 (stereo not given)	9.2*	19	30	45	62	57	31	-34*
CCOC(=O)c1nn(-c2ccccc2)c(=O)c2c(N)c(C#N)c(-c3ccco3)cc12	108	116	95	117	94	94	97	102
O=S(=O)(c1cccc(C(F)(F)F)c1)N(CCCCN(S(=O)(=O)c1cccc(C(F)(F)F)c1)S(=O)(=O)c1cccc(C(F)(F)F)c1)S(=O)(=O)c1cccc(C(F)(F)F)c1	103	106	95	102	92	77	89	107
COc1ccc(Cn2cc3c(c2-c2cc(OC)c(OC)c(OC)c2)CCCc2cnoc2-3)cc1[N+](=O)[O-]	38	35	86	66	75	89	78	19
COc1cc(-c2nn(-c3ccc(C(=O)O)cc3)cc2CNc2ccc(F)cc2)ccc1O	70	65	100	62	88	88	82	97
COc1ccc(/C=C2/C(=O)Nc3cc(Cl)c(-c4csc(N)n4)cc32)cc1	14	18	50	28	39	43	32	-14*
CC(C)C(C(N)=O)c1ccccc1 (stereo not given)	93	98	102	94	105	116	97	104
Cc1ccc(Nc2cc(N)nc(N)n2)cc1C	110	138	106	114	96	66	113	100
O=C1CNc2cccc3cccc(c23)NC1	105	139	92	96	86	.	85	114
O=C1c2cccc3cccc(c23)C(=O)N1Nc1nc(Nc2cnccn2)nc(N2CCOCC2)n1	96	.	115	101	99	113	99	111
N#C/C(=C/c1ccccc1Cl)C(N)=O	130	98	101	94	105	96	108	95
Cc1cc2c(C(C)C)c(O)c(O)c(C=NCc3ccoc3)c2c(O)c1-c1c(C)cc2c(C(C)C)c(O)c(O)c(C=NCc3ccco3)c2c1O	9.3*	14	53	15	34	21	21	67
Cc1c(OCC(F)(F)F)ccnc1CNc1ccc(C2=CC(c3ccc(Cl)cc3)N=C(N)N2)cc1 (stereo not given)	71	68	103	61	82	94	74	96
O=C(/C=C/c1ccc(Cl)cc1)Nc1ccc(C=C2c3ccccc3C(=O)c3ccccc32)cc1	.	32	86	68	38	71	56	23
Nc1nc(CSCc2n[nH]c(=S)o2)nc(Nc2ccccc2)n1	102	117	95	104	105	98	105	102
COc1ccc2[nH]cc(-c3cc(N)n4nc(-c5c[nH]c6ccccc56)cc4n3)c2c1	3.5*	11	-45*	-7.5*	-11*	-1.7*	-20*	-79*
COc1ccc([C@@H]2Nc3cc(-c4cc(OC)c(OC)c(OC)c4)ccc3O[C@H]2CO)cc1OC	94	104	91	92	96	92	103	106
O=c1n(Cc2nc(-c3ccc(Cl)cc3)n[nH]2)cnn1-c1ccccc1	87	80	75	86	97	86	93	112
[Cl][Ru].c1ccc(-c2cc(-c3ccccn3)nc(-c3ccccn3)c2)cc1.c1ccc(-c2ccnc3c2ccc2c(-c4ccccc4)ccnc23)cc1	1.4*	-40*	25	-17*	-42*	-43*	0.2*	-62*

Entries of single compounds as entered above. Order of screens: K-562	SR	HOP-62	MOLT-4	RPMI-8226	HOP-92	CCRF-CEM	MDA-MB-435
CC(C)C(C(N)=O)c1ccccc1 (stereo not given) as listed: 93	98	102	94	105	116	97	104
O=C(/C=C/c1ccc(Cl)cc1)Nc1ccc(C=C2c3ccccc3C(=O)c3ccccc32)cc1 as listed: .	32	86	68	38	71	56	23
COc1ccc([C@@H]2Nc3cc(-c4cc(OC)c(OC)c(OC)c4)ccc3O[C@H]2CO)cc1OC as listed: 94	104	91	92	96	92	103	106
Cc1ccc(Nc2cc(N)nc(N)n2)cc1C as listed: 110	138	106	114	96	66	113	100
Nc1nc(CSCc2n[nH]c(=S)o2)nc(Nc2ccccc2)n1 as listed: 102	117	95	104	105	98	105	102

Following part:
SMILES	K-562	SR	HOP-62	MOLT-4	RPMI-8226	HOP-92	CCRF-CEM	MDA-MB-435
S=C1CCCC(=S)N1	104	114	88	107	.	105	105	106
COC(=O)[C@H](Cc1cn(C)cn1)NC(=O)[C@H](Cc1ccccc1)NC(=O)Nc1cc(C(F)(F)F)cc(C(F)(F)F)c1	-60*[100 µM]	-39*[100 µM]	-97*[100 µM]	-55*[100 µM]	-59*[100 µM]	-97*[100 µM]	.	-85*[100 µM]
NNC(=O)c1cc(-c2ccc(Br)cc2)n(-c2ccc(S(N)(=O)=O)cc2)n1	87	.	91	96	105	69	90	97
CCOC(=O)C(CCc1ccncc1)c1ccccc1 (stereo not given)	99	.	104	114	103	.	101	96
COc1cc2c(cc1OC)C(Cc1ccccc1[N+](=O)[O-])=NCC2	82	.	.	78	.	.	98	105
C=C1C(=O)O[C@H]2[C@H]1CC/C(Cn1cc(-c3cc(C)c(C)cc3C)nn1)=C\CC[C@@]1(C)O[C@@H]21	-11*	-5.1*	56	-19*	-25*	-79*	-14*	-56*
Cc1cc(C)c2c(N)c(-c3nc4ccccc4[nH]3)sc2n1	98	.	82	96	94	30	100	102
O=C1NC(=O)[C@H](Cc2ccc(O)cc2)N1	103	92	112	95	.	106	98	114
Clc1ccc(-n2c(SCCc3c[nH]c4ccccc34)nnc2-c2ccncc2)cc1	77	88	93	80	92	81	82	94
CSc1nc2c(c(=O)[nH]1)C(c1ccc(Cl)cc1)C1=C(N2)/C(=C/c2ccc(Cl)cc2)CCC1 (stereo not given)	.	37	93	72	81	.	62	82
CCCCCCCCCCCCCCCC1=NN(c2ccccc2)C(=O)C1NC(=O)O (stereo not given)	91	91	107	125	94	125	91	103
COc1ccc(-c2nn3c(-c4cccnc4)nnc3s2)cc1OC	96	93	92	95	98	82	92	100
Cc1ccc2c(c1)c(=O)n(-c1ccccc1)c1nnc(C)n21	104	94	.	98	.	97	100	97
CSc1nccc(-c2c(-c3ccc(F)c(O)c3)nc3sccn23)n1	89	93	111	97	91	80	98	102
CCO/C=N/C1=C(C#N)C(c2ccc(Cl)cc2)c2c(c3ccccc3n(C)c2=O)O1 (stereo not given)	20	23	65	75	88	79	67	1.4*

Quoted at random: three entries already listed, in no set order.
SMILES	K-562	SR	HOP-62	MOLT-4	RPMI-8226	HOP-92	CCRF-CEM	MDA-MB-435
Nc1nc(CSCc2n[nH]c(=S)o2)nc(Nc2ccccc2)n1	102	117	95	104	105	98	105	102
CCCNCC(=O)Nc1cccc(Cl)c1	88	93	96	79	85	75	62	101
Cc1cc(C)c(S(=O)(=O)/N=c2/n(-c3ccccc3)nc3n2CCN3C2=NCCN2)c(C)c1	39	40	87	66	76	64	84	70

(list continues)
SMILES	K-562	SR	HOP-62	MOLT-4	RPMI-8226	HOP-92	CCRF-CEM	MDA-MB-435
O=C1/C(=C/c2cccc3c2OCO3)Cc2cc3c(cc21)OCO3	13	12	81	33	53	94	58	18
CCCC1N[C@H](C(=O)O)CS1 (stereo not given in full)	119	99	92	107	102	97	112	107
NC(=O)C(=Cc1ccc(Cl)cc1)C(N)=O	32	53	96	75	42	35	57	70
Cc1nc(-c2ccccc2)cc2c1C(=O)N(CC(=O)N1CCOCC1)C2=O	91	101	112	91	107	98	99	104
COc1ccc2nc3ccccc3[n+]([O-])c2c1	91	104	93	106	119	.	115	106
COC(=O)[C@H](CC(C)C)N1CC=CCN([C@@H](CC(C)C)C(=O)OC)S1(=O)=O	102[1.2 µM]	89[1.2 µM]	104[1.2 µM]	79[1.2 µM]	96[1.2 µM]	77[1.2 µM]	92[1.2 µM]	110[1.2 µM]
CN(C)C(=O)C1=NC(CO)C(=O)N(c2ccccc2)N1 (stereo not given)	92	97	105	99	106	105	105	106
CC1CC(=O)Nc2ccccc2N1C(=O)Nc1ccc(Cl)cc1 (stereo not given)	98	88	98	98	105	.	101	100
COc1ccc(C(=O)COc2cccc(/C=C3\Cc4ccccc4C3=O)c2)cc1	81	57	93	86	58	49	81	59
O=C(/C=C/c1ccc2c(c1)OCO2)c1c(O)c2ccccc2oc1=O	69	79	81	78	115	103	103	104
CCOc1ccc(C(=O)NNC(=O)c2cc(OC)c(OC)c(OC)c2)cc1Cl	94	99	98	83	102	93	88	103
N=C(N)N=Nc1c(O)[nH]c2ccccc12	74	114	105&98	144	104&141	87	105&109	112&100
O=C1CCC2(CC1C1C=CCC1)OCCO2 (stereo not given)	94	80	99	94	108	.	101	97

Another view of some results above.
Values run as follows: K-562 | SR | HOP-62 | MOLT-4 | RPMI-8226 | HOP-92 | CCRF-CEM | MDA-MB-435
CN(C)C(=O)C1=NC(CO)C(=O)N(c2ccccc2)N1 (stereo not given)
 : 92 | 97 | 105 | 99 | 106 | 105 | 105 | 106
NC(=O)C(=Cc1ccc(Cl)cc1)C(N)=O
 : 32 | 53 | 96 | 75 | 42 | 35 | 57 | 70
O=C1CCC2(CC1C1C=CCC1)OCCO2 (stereo not given)
 : 94 | 80 | 99 | 94 | 108 | . | 101 | 97
Cc1nc(-c2ccccc2)cc2c1C(=O)N(CC(=O)N1CCOCC1)C2=O
 : 91 | 101 | 112 | 91 | 107 | 98 | 99 | 104

Source: PubChem BioAssay
